Screens as filed in PubChem BioAssay.
Yeast growth inh – growth inhibitors of yeast BB579 in restrictive medium, primary screen, yeast lifespan-shortening project, S. cerevisiae | inhibition, % at 10 µM | OD615, 48 h | 0.51% of 140,000 active;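 active = inhibition above a set limit, 3 SD over the mean compound inhibition, cut at about 44% in these data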; note: inactives centre near -24
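System: Saccharomyces cerevisiae DeaD strain BB579, replicative lifespan model yeast | Buffer or medium: Restrictive glucose-based CSMM-D medium | Times: 4 h preincubation and 48 h exposure at 30 °C | Detection: OD615 turbidity measurement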
HCT116 bCat-KO – primary screen for growth suppressors in beta-catenin knockout HCT116 cells (colon tumor, human) | HCT116 beta-catenin knockout viability, CellTiter-Glo, 60 h; hits give low values | viability, % at 10 µM | 1.5% of 140,000 active | AID 818, 2007;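 active = viability at or under a set limit, the compound median less 4 SD, cut at about 6% in these data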;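 note: 0% = Hyamine 1622 control at 20 µM and 100% = untreated cell control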
Measles CPE – compounds protecting cells from measles virus cytopathic effect, primary screen, measles RdRp inhibitor project, single point, MLSMR library, absorbance. Measles virus-infected cells, CPE protection. protection (pct of control), % at 4 µM. 1.5% of 140,000 active. AID 841, 2007; in the data active = protection mostly above about 24%, no sharp cut-off; inactive = mostly below about 26%; note: some compounds called inactive have numbers as strong as hits
NPY-Y2 antag – NPY-Y2 receptor antagonists, primary screen, cell-based; Neuropeptide Y receptor type 2 (Homo sapiens), P49146; NPY-Y2 expressing cells, antagonist mode; inhibition, % at 2.7 µM; 0.99% of 140,000 active; AID 793, 2007; in the data active = inhibition above about 17%;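 note: 0% = vehicle with agonist challenge and 100% = reference antagonist with challenge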
Target sequence (P49146 whole entry, looked up): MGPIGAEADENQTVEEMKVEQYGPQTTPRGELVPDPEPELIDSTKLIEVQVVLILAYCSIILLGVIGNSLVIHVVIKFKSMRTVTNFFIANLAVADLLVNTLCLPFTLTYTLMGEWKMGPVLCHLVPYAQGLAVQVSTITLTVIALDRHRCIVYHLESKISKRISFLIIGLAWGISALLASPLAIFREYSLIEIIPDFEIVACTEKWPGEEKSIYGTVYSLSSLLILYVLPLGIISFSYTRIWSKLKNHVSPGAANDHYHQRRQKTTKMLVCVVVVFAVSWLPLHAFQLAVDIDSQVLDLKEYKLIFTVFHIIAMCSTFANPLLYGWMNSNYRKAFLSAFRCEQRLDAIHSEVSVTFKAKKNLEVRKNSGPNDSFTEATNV
Yeast lifespan up – compounds extending yeast replicative lifespan, primary screen, S. cerevisiae, OD615; S. cerevisiae growth with nicotinamide; deaD strain in restrictive glucose medium; inhibition of the nicotinamide effect, % at 10 µM; 0.68% of 130,000 active; AID 775, 2007;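 active = inhibition above a set limit, placed 3 SD over the median of all compounds, cut at about 26% in these data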;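 note: 0% = nicotinamide-treated wells and 100% = cells grown without nicotinamide; some compounds called inactive have numbers as strong as hits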
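assay system = DeaD-strain S. cerevisiae | measured by = absorbance at 615 nm | probe or stimulus = nicotinamide 1.5 mM | buffer or medium = CSMM-D glucose medium, restrictive | times = 48 h at 30 °C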
Phagocyt inh – inhibitors of macrophage phagocytosis, primary screen, imaging, J774A.1 cells, IgG beads | J774A.1 macrophage IgG-bead phagocytosis | inhibition, % at 5 µM | 0.07% of 110,000 active;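 active = inhibition above the mean of the plate negative controls plus 5 SD, cut at about 13% in these data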;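 note: phagocytic index as fraction of beads internalized from green versus red external bead signal; plate controls were DMSO negative control for no effect and cytochalasin-D positive control for full effect; some results beyond the cut were filed as inactive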
HCT116 PTEN-null – growth suppression of PTEN-null HCT116, primary screen, cell-based, CellTiter-Glo. HCT116 PTEN-null viability, 60 h; hits give low values. viability, % at 10 µM. 1.2% of 140,000 active;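 active = viability at or below a set limit, 4 SD under the median of all tested compounds, cut at about 3.7% in these data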;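 note: PTEN knockout HCT116 line with beta catenin targeted HCT116 as companion control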
GALR2 antag – GALR2 antagonists in receptor-expressing cells, primary screen; Galanin receptor type 2 (Homo sapiens), O43603; antagonist mode; inhibition, % at 4 µM; 0.39% of 140,000 active; AID 828, 2007; in the data active = inhibition above about 27%;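 note: cells stimulated with galanin 1-16 at roughly its EC80; 0% = agonist challenge control and 100% = basal control without agonist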
Target sequence (O43603 whole entry, looked up): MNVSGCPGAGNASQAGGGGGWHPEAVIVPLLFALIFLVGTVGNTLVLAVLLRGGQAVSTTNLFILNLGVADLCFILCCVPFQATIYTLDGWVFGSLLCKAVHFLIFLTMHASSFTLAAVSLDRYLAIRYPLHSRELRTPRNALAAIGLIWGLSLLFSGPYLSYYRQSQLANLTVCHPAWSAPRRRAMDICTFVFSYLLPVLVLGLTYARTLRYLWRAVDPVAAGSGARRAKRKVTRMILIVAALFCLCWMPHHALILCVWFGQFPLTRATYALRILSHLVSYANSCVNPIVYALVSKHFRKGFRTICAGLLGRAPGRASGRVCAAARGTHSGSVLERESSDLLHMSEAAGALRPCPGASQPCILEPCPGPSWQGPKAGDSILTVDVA
MRP-1 activ – H69AR viability gain despite doxorubicin, primary screen, MRP-1 activator project, H69AR cells, CellTiter-Glo. AID 799, 2007. viability increase, % at 10 µM. viability rescue. 0.61% of 140,000 active;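 active = viability gain under doxorubicin at or above a set limit, the compound median plus 3 SD, cut at about 4.7% in these data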;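 note: MRP-1 overexpressing cells given doxorubicin 25 µM after compound pretreatment; 18-22 h compound pretreatment then 72 h with doxorubicin before readout; 0% = doxorubicin-only wells and 100% = vehicle-treated cells without doxorubicin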
E-sel TNF inh – E-selectin induction blockers in HUVEC – imaging, immunofluorescence, high content, primary screen | HUVEC TNFa-induced E-selectin immunofluorescence | inhibition, % at 2 µM | 0.71% of 120,000 active | AID 1246, 2008;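 active = inhibition above the batch mean plus 3 SD, and confirmed as a hit on visual image review, cut at about 43% in these data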;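 note: 0% = TNF-stimulated DMSO wells and 100% = unstimulated control wells; not every result past the cut was called active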
* hit, by the source's call; . = not tested or not shown.

no.	Structure	Yeast growth inh	HCT116 bCat-KO	Measles CPE	NPY-Y2 antag	Yeast lifespan up	Phagocyt inh	HCT116 PTEN-null	GALR2 antag	MRP-1 activ	E-sel TNF inh
1	c1cn2cc(CN3CCOCC3)nc2s1	18	96	6	1	-9	-2	103	2	0.2	-6
2	Cc1ccc(C(=O)N/C(=C/c2ccco2)C(=O)NCCCn2ccnc2)cc1	-8	89	0	2	-4	-1	101	-6	-1.1	21
3	CS(=O)(=O)N(CC(=O)Nc1c(F)cccc1F)c1cccc([N+](=O)[O-])c1	-7	87	5	0	1	4	91	6	-1.2	-36
4	CCCSc1nnc2[nH]c(=O)cc(N)n12	-27	97	31	3	.	.	91	1	-2.3	-6
5	CCOc1cc(/C=C2/NC(=O)N(Cc3ccccc3F)C2=O)ccc1O	-48	82	27	2	.	.	91	2	-5.8	-15
6	CCS(=O)(=O)c1ccc2oc(SCC(=O)NC(C)C3CC4CCC3C4)nc2c1 (centres undefined)	-30	89	2	1	-4	2	85	-4	0.1	6
7	COc1ccc(CCNc2oc(Cc3ccccc3)nc2C#N)cc1OC	-13	75	20	7	-18	-1	77	-11	-0.4	.
8	CN1CCN(C(=O)c2cnn(-c3ccccc3)c2NC(=O)c2cccs2)CC1	-31	87	5	1	-1	0	100	10	-2.4	-23
9	Cc1nnc2ccc(N3CCOCC3)nn12	-12	99	4	3	-5	-2	96	9	-1.6	20
10	COc1c(F)c(F)c(C(=O)Nc2cccc(Cl)c2N2CCOCC2)c(F)c1F	-1	80	6	5	-12	1	75	-5	-2.4	0
11	Nc1ccc2nc(SCc3ccc([N+](=O)[O-])cc3)sc2c1	-35	96	6	0	-21	.	87	-2	-1.4	-5
12	NS(=O)(=O)c1ccc(CNC(=O)CC23CC4CC(CC(C4)C2)C3)cc1	-17	89	10	0	4	-1	87	7	-0.2	-5
13	Cc1cc(C)c(S(=O)(=O)ON2C(=O)c3ccccc3C2=O)cc1C	-6	88	4	0	-5	.	91	-11	-1.1	2
14	C=CCSc1nc2sc(-c3ccccc3)cc2c(=O)n1N	-38	97	5	11	-5	-4	108	-4	0.6	-16
15	CS(=O)(=O)Nc1ccc(C(=O)NCc2ccco2)cc1	-11	101	3	-1	-16	-1	105	10	-0.9	-5
16	O=C(CCSCCc1ccccn1)Nc1nccs1	-9	102	46*	-1	0	0	93	10	-1.7	7
17	Fc1ccc(Cn2cnc3ccccc32)cc1	-28	100	26	3	-8	.	102	-7	-2.1	-3
18	Cc1nc(CC(=O)Nc2nc(-c3ccccc3)cs2)cs1	-32	35	4	2	-10	-2	49	-3	-0.5	.
19	O=C(CCCOc1ccccc1)N1CCN(c2ccccn2)CC1	-51	104	13	5	-4	-2	108	8	0.3	-9
20	O=C(OCc1ccc([N+](=O)[O-])cc1)C1CC(=O)N(c2ccccc2)C1 (centres undefined)	-33	108	8	1	-10	2	114	-3	0.9	40
21	O=C(NCc1ccco1)c1cc(S(=O)(=O)N2CCOCC2)ccc1Cl	-38	99	3	-2	-4	0	98	5	-0.8	.
22	Cc1cc(N2CCCC2=O)cc(C)c1CN1C(=O)c2ccccc2C1=O	-4	80	3	2	.	.	87	-11	0.7	-37
23	CCN(CC)CCn1c(=N)n(CCO)c2ccccc21	-31	97	22	2	-8	-2	103	-15	-1.2	0
24	N#CCSc1nc2ccccc2c(=O)n1-c1ccccc1	1	101	12	13	-8	0	91	-6	0.0	-6
25	CCC1(C)Cc2c(C#N)c(N)n(-c3ccccc3)c(=O)c2CO1 (centres undefined)	-23	98	21	1	-6	-1	99	-5	-0.4	5
26	O=C(Nc1ccc2oc(-c3ccc4ccccc4c3)nc2c1)c1ccc2c(c1)OCCO2	-25	22	6	8	-3	1	6	-4	-3.6	-16
27	CC1=C(C(=O)Nc2ccccc2)C(c2ccco2)NC(=O)N1 (centres undefined)	-40	97	4	-1	.	.	104	6	0.1	-47
28	COC(=O)c1cccc(Nc2cc(C)nc(-c3ccccc3O)n2)c1	-29	56	5	-2	-13	2	54	19	-1.4	1
29	CCOC(=O)N1CCc2c(sc3nc(SC(C)C)n(N)c(=O)c23)C1	-18	88	12	6	2	-9	88	-11	-0.4	.
30	COCCN1C(=O)C(=O)/C(=C(/O)c2ccc3c(c2)OCCO3)C1c1ccc(C(=O)OC)cc1 (centres undefined)	12	99	9	0	2	-2	100	-16	0.3	.

3 compounds picked at random from the list so far:
no.	Structure	Yeast growth inh	HCT116 bCat-KO	Measles CPE	NPY-Y2 antag	Yeast lifespan up	Phagocyt inh	HCT116 PTEN-null	GALR2 antag	MRP-1 activ	E-sel TNF inh
30	COCCN1C(=O)C(=O)/C(=C(/O)c2ccc3c(c2)OCCO3)C1c1ccc(C(=O)OC)cc1 (centres undefined)	12	99	9	0	2	-2	100	-16	0.3	.
19	O=C(CCCOc1ccccc1)N1CCN(c2ccccn2)CC1	-51	104	13	5	-4	-2	108	8	0.3	-9
8	CN1CCN(C(=O)c2cnn(-c3ccccc3)c2NC(=O)c2cccs2)CC1	-31	87	5	1	-1	0	100	10	-2.4	-23

New compounds follow
no.	Structure	Yeast growth inh	HCT116 bCat-KO	Measles CPE	NPY-Y2 antag	Yeast lifespan up	Phagocyt inh	HCT116 PTEN-null	GALR2 antag	MRP-1 activ	E-sel TNF inh
31	Cc1ccc(NN2C(=O)C=CC2=O)cc1	-25	94	21	1	2	.	76	-14	0.1	.
32	CN1c2ccccc2C(C)(C)C12CC(c1ccc(S(=O)(=O)N3CCCCC3)cc1)=NO2 (centres undefined)	-34	64	63*	4	6	0	70	2	-1.1	.
33	N#CC1=C(N)OC2=C(CCc3ccccc32)C1c1ccccc1Cl (centres undefined)	-37	12	5	4	3	19	7	10	-4.5	.
34	COc1cccc(C(=O)NCc2cn3ccsc3n2)c1	-41	97	10	-1	-5	-2	95	-6	-1.0	.
35	Cc1ccc(CNC(=O)C2C3C=CC(C3)C2C(=O)O)cc1 (centres undefined)	-11	97	2	3	-2	2	111	8	-0.2	6
36	Cc1ccc(-c2cc(C(F)(F)F)n3nc(C(=O)Nc4c(C)n(C)n(-c5ccccc5)c4=O)cc3n2)cc1	-61	78	5	1	0	.	90	-4	1.2	-77
37	COc1ccc(-c2c3c(=O)n(C)c(=O)n(C)c3cn2-c2cccc(OC)c2)cc1	-26	94	17	2	5	0	94	-2	-0.9	-27
38	CCOc1ccc(OCC)c(-c2c(=O)n(OCc3ccc(C(C)(C)C)cc3)c3ccccc3[n+]2[O-])c1	-39	74	21	2	-14	.	72	-4	6.6*	-12
39	c1ccc(OCCCc2nc(-c3ccccn3)no2)cc1	-36	98	16	1	-16	0	98	-4	0.7	-11
40	CCOC(=O)C1(CC/C(C)=N\NC(N)=O)CC(C)OC1=O (centres undefined)	-32	103	23	-1	1	-8	102	3	-1.2	.
41	CCc1ccc(O)c(N=Cc2cccc(C)c2O)c1	-33	68	5	4	-5	0	79	-4	-5.0	-23
42	CCN(C(=O)c1cccc(Br)c1)c1ccccc1	-27	87	14	4	1	-1	90	7	-2.4	.
43	Cc1nn(CC#N)c(=O)n1-c1ccccc1F	-44	108	23	1	-3	-1	101	-9	0.2	18
44	Cc1nnc(SCC(=O)N2c3ccccc3C(C)(c3ccccc3)CC2(C)C)s1 (centres undefined)	-28	55	5	8	8	-8	49	-4	1.3	.
45	CC(C)Oc1ccc2c(=O)c(-c3ccccc3)coc2c1	-16	92	2	3	-7	.	90	-2	2.1	-2
46	Cc1ccc(CCNC(=O)C2CCN(C(=O)N(C)C)CC2)cc1	-1	102	9	-1	-2	1	100	-2	-0.3	11
47	CC(=O)N1CCc2cc(C(=O)CN3CCC(C)CC3)ccc21	-26	94	35*	4	-3	0	94	-3	-2.4	.
48	COc1ccc(CN=CC2=C(O)CNC2=O)cc1OC	-34	87	3	0	-11	0	85	-4	-1.0	.
49	CCOC(=O)/C(C#N)=C\c1c(OCC)n(CC)c2ccccc12	-18	82	2	8	-8	-5	72	-3	-1.6	.
50	CC1=C(C(=O)OC(C)C)C(c2ccc(F)cc2)NC(=O)N1 (centres undefined)	-1	94	10	1	0	-1	94	-7	-2.1	-5
51	O=C(COc1ccc(Cl)cc1)N1CCN(c2cccc(C(F)(F)F)c2)CC1	-18	65	-1	11	-11	0	77	-23	0.1	-13
52	CCOC(=O)C1C(c2ccccc2Cl)NC(=O)N(C)C1(O)C(F)(F)F (centres undefined)	-36	96	24	1	-6	-1	107	-3	-0.1	14
53	Cc1cccc(C)c1NC(=O)COC(=O)c1ccc(N2CCCC2)c([N+](=O)[O-])c1	-28	94	28	1	2	3	95	5	1.1	-9
54	C=CCOC(=O)C1=C(C)OC(N)=C(C#N)C1c1ccoc1 (centres undefined)	-45	93	7	1	-5	.	103	0	-0.3	-1
55	COc1ccc(Oc2ccccc2/C=N/O)cc1	-53	111	13	2	-36	-1	102	-30	-5.9	-10
56	CC(C1CC1)N(Cc1ccccc1)C(=S)Nc1cccc(C(F)(F)F)c1 (centres undefined)	-33	74	4	3	31*	3	71	-6	-3.5	0
57	Nc1ccc(C(=O)Nc2ccco2)cc1	-25	99	9	4	.	.	96	-1	-1.4	-8
58	CCCCOC(=O)NC1(C)CCS(=O)(=O)C1 (centres undefined)	11	94	24	2	-1	-5	94	3	1.4	.
59	Cc1ccc(-c2cc(-c3ccc(F)cc3)nc(N)c2C#N)o1	-27	49	6	10	-17	-2	53	-5	-5.3	-2
60	COc1ccc(C(=O)CSc2nnc(-c3ccccn3)n2Cc2ccco2)cc1	-54	86	4	6	-26	2	70	-2	-3.7	17
61	COC(=O)COc1ccc(S(=O)(=O)N2CCN(c3ccc(F)cc3)CC2)cc1	-31	97	16	3	-5	0	102	-15	-0.1	24
62	O=C(CSc1ncnc2nc[nH]c12)N1CCN(c2ccc(Cl)cc2)CC1	-9	63	2	2	-3	-1	61	-16	-1.7	.
63	CCCCC(=O)Nc1cccc(NC(=S)NC(=O)C(C)C)c1	-39	83	11	4	-2	-8	84	7	1.9	29
64	CCCn1c(CNC(=O)Cc2ccccc2)nc2ccccc21	-17	100	11	2	-7	-1	117	-7	-1.0	-37
65	Cc1ccccc1Cc1c(C)nc2nc(SCC(=O)NCc3ccco3)nn2c1C	-46	86	5	8	-15	2	78	1	-4.4	14
66	COc1ccc(-c2nnc(Nc3ccc(CC(N)=O)cc3)c3ccccc23)cc1	-7	68	64*	0	-4	-1	58	0	-1.5	.
67	CCCC(=O)Nc1ccc(C(=O)NNC(=O)COc2ccc(Br)c(C)c2)cc1	-29	101	14	5	-11	1	97	-4	0.9	21
68	COc1ccc2cc(C(c3nnnn3CCc3ccccc3)N3CCCC(C)C3)c(=O)[nH]c2c1 (centres undefined)	-82	82	21	-2	-4	.	87	-1	-0.3	24
